TRPC4 act – activators of mouse TRPC4 channel, primary screen, Fluo4 calcium, HEK293 TRPC4beta/mu-opioid cells; Fluo4 calcium fluorescence; stronger effect = higher value; B-score at 10 µM; actives 0.49% (n = 310,000); AID 2237, 2010;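 active = B-score above 5 SD of library B-scores, and initial fluorescence ratio not above library mean plus 5 SD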;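 also: positive B-score marks a calcium rise read as TRPC4 activation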
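Incubation: 45 min room-temperature Fluo4 loading, 110 s read / System: HEK293 cells stably co-expressing mouse TRPC4beta and mu-opioid receptor / Signal: Fluo4 fluorescence, kinetic / Control set: buffer (low) and maximal DAMGO (high) / Measure: integrated baseline-normalised fluorescence ratio, converted to per-well B score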
KCNQ1 block – inhibitors of human KCNQ1 channel, primary screen, cell-based, thallium flux, high-throughput | Potassium voltage-gated channel subfamily KQT member 1 (Homo sapiens), P51787 | CHO-K1 KCNQ1, FluxOR thallium flux fluorescence; stronger effect = higher value | B-score at 10 µM | actives 1.3% (n = 310,000) | AID 2642, 2010;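 active = compounds whose thallium flux B-score, printed positive for inhibition, exceeds three library SD while starting fluorescence stays within three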;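 also: channel opened by potassium depolarization with thallium stimulus after 20 min compound exposure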
Target sequence (P51787 whole entry, looked up): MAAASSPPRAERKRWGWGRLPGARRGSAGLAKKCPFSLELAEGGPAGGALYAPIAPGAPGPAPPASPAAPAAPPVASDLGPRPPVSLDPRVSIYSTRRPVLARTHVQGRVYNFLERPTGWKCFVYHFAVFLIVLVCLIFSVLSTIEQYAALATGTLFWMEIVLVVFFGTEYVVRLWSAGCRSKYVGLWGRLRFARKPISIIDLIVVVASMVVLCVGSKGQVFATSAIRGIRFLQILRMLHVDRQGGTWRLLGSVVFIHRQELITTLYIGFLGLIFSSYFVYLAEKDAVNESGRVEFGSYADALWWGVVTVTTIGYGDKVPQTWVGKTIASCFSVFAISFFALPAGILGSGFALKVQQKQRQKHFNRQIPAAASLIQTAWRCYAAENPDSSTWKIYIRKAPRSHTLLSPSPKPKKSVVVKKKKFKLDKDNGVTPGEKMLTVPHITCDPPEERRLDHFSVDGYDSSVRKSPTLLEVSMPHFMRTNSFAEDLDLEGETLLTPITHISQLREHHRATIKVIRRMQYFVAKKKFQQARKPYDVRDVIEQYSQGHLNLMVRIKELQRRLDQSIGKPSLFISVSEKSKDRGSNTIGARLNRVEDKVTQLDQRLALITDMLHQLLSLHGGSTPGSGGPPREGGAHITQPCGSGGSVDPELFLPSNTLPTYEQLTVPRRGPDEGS
KCNK3 inh – human KCNK3 channel inhibitors, primary screen, CHO cells, FluxOR thallium flux, B-score | actives 0.84% (n = 340,000) | Potassium channel subfamily K member 3 (Homo sapiens), O14649 | AID 602410, 2012 | B-score at 10 µM | FluxOR fluorescence; stronger effect = lower value;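 active = B-score under library mean minus 4 SD, starting fluorescence ratio at most library mean plus 5 SD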;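 also: more negative B-score means stronger inhibition of thallium flux through KCNK3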
KCNK9 block – KCNK9 potassium channel inhibitors, primary screen, HEK293 cells, thallium flux | Potassium channel subfamily K member 9 (Homo sapiens), Q9NPC2 | B-score at 10 µM | actives 1.2% (n = 310,000) | FluxOR thallium flux fluorescence; stronger effect = lower value;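 active = ratio B-score over 3 SD below the library mean, with starting fluorescence within 5 SD of its mean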;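 also: negative B-score means less thallium flux so channel inhibition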
Platelet DG rel – inhibitors of platelet dense granule secretion, primary screen, cell-based, MLPCN, human platelets; AID 1663, 2009; inhibition, %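 (compounds screened at 7.5 µM in platelet-rich plasma)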; actives 0.22% (n = 300,000); human platelet-rich plasma, SFLLRN dense granule ATP release, luminescence;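 active = mean replicate score, as percent of positive control, at or above 50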
KCNQ1 act – potentiators or activators of KCNQ1 channel, primary screen, cell-based, thallium flux, high-throughput; AID 2648, 2010; B-score at 10 µM; Potassium voltage-gated channel subfamily KQT member 1 (Homo sapiens), P51787; actives 0.35% (n = 310,000); CHO-K1 KCNQ1, thallium flux FluxOR fluorescence; stronger effect = higher value;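 active = fluorescence ratio B-score, a plate-corrected score, at least three library SD, with initial intensity B-score within 5 SD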
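Medium – assay buffer, equal DMSO in all wells · Material – CHO-K1 cell line with stable KCNQ1 potassium channel expression · Signal – kinetic FluxOR thallium fluorescence, 10-s 1-Hz baseline, 110-s post-stimulus read · Compound – single concentration per compound, DMSO matched to controls · Schedule – 37 °C overnight plating, 90-min dark dye load, 20-min compound pretreatment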
TRPC4 block – inhibitors of mouse TRPC4 channel, primary screen, Fluo4 calcium, HEK293 TRPC4beta/mu-opioid cells; AID 2247, 2010; DAMGO-evoked Fluo4 calcium flux; stronger effect = lower value; actives 0.39% (n = 300,000); B-score at 10 µM; Short transient receptor potential channel 4 (Mus musculus), Q9QUQ5;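 active = B-score over 3 SD under the library average, no early fluorescence shift, positive overall ratio signal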
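Assay system: HEK293 cells with stable TRPC4beta plus mu-opioid receptor expression; Probe or stimulus: DAMGO in two steps, submaximal then maximal; Dosing: single-point compound dosing; Measured by: Fluo4 calcium-dye fluorescence, kinetic read; Read-out basis: B score from integrated Fluo4 fluorescence ratio.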
Dyrk1A ADPGlo – rat Dyrk1A kinase inhibitors, primary screen, biochemical, single point, plate reader | actives 0.43% (n = 310,000) | Dual specificity tyrosine-phosphorylation-regulated kinase 1A (Rattus norvegicus), Q63470 | AID 504441, 2011 | inhibition, % at 12.5 µM | ADP-Glo luminescence, NFATc1 peptide; in the data active = inhibition above about 50%;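 also: plate controls were vehicle with enzyme for no effect and no enzyme for full effect; many of its hits are not listed in these tables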
TRPC4 potent – positive allosteric modulators of TRPC4, primary screen, cell-based, mouse TRPC4beta, HEK293 mu-opioid, Fluo-4 calcium | B-score at 10 µM | DAMGO EC20, Fluo-4 Ca2+ flux; stronger effect = higher value | Short transient receptor potential channel 4 (Mus musculus), Q9QUQ5 | actives 0.42% (n = 310,000);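 active = B-score of calcium response area above 5 SD of library B-scores, with initial fluorescence ratio within 5 SD of library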;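 also: B-score of integrated fluorescence ratio over time as area under calcium response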
hERG rescue – hERG rescue from dofetilide block, primary screen, cell-based, CHO-hERG, FluxOR thallium flux, dofetilide IC70; activation (rescue from dofetilide block), less the hit threshold, % at 10 µM; Voltage-gated inwardly rectifying potassium channel KCNH2 (Homo sapiens), Q12809; AID 1511, 2009; dofetilide IC70 present; actives 0.51% (n = 310,000);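 active = activation above the mean of controls blocked by dofetilide plus 5 SD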;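 also: thallium influx through hERG after potassium depolarization seen as dye fluorescence rise; in these data hits start at about 4.7%; inactives centre near -7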
PolyA inhibitor – polyadenylation inhibitors in yeast reporter cells, primary screen, luminescence, S. cerevisiae; S. cerevisiae SKY197-pL101 polyadenylation reporter, beta-gal luminescence; efflux-impaired pdr1/pdr3 knockout yeast; score 100 = 6 SD above DMSO; calls only at 12 µM; actives 0.02% (n = 300,000); AID 1875, 2009;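 active = lowest replicate activity score at least 50, where 100 means six control SD above control mean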;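 also: yeast exposed to compound for 9 h at 30 °C; higher score means more reporter readthrough which indicates perturbed polyadenylation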
Numbers without * were called inactive; i = inactive; . = no result given.

Fields: Dyrk1A ADPGlo	Platelet DG rel	TRPC4 potent	PolyA inhibitor	KCNQ1 act	TRPC4 act	KCNK3 inh	TRPC4 block	KCNK9 block	KCNQ1 block	hERG rescue
> CCOC(=O)C1=C(C)NC(=O)NC1c1ccc(OCC(=O)N2CCCCC2)cc1 (stereo not given)
 : 8	1	i	i	i	i	i	i	i	i	-2
> O=C(C1CCC(N2C(=O)C3CC=CCC3C2=O)CC1)N1CCCCC1 (stereo not given)
 : -4	-28	i	i	i	i	i	i	i	i	-6
> CC(C)[C@H]1COCCS(=O)(=O)N1Cc1ccc(Cl)cc1
 : -5	0	i	i	i	i	i	i	i	i	-8
> CC(=O)N1CCN(c2ccc(NC(=O)/C=C/c3ccccc3)cc2)CC1
 : -3	-7	i	i	i	i	i	i	i	i	-7
> O=C(Cc1csc(NC(=O)c2ccc(F)cc2)n1)NO
 : 3	-5	i	i	i	i	i	i	i	i	-5
> O=C(CSc1nnnn1-c1ccccc1)NCc1cccs1
 : 2	10	i	i	i	i	i	i	i	i	-9
> O=C(CC(c1ccccc1)c1ccco1)Nc1nccs1 (stereo not given)
 : -1	6	i	i	i	i	i	i	i	i	-12
> COc1ccc(C2N(C(=O)N3CCOCC3)CCN2S(=O)(=O)c2ccc(C)cc2)cc1 (stereo not given)
 : -1	4	i	i	i	i	i	i	i	i	-8
> COC(=O)CNC(=O)C(C)(C)Oc1ccc(Cl)cc1
 : 17	0	i	i	i	i	i	i	i	i	-3
> O=C(NCc1ccc2c(c1)OCO2)C1CC(=O)N(CCc2ccc(Cl)cc2)C1 (stereo not given)
 : -5	-18	i	i	i	i	i	i	i	i	-1
> CCC1(C)Cc2c(sc3nnn(Cc4ccccc4Cl)c(=O)c23)CO1 (stereo not given)
 : -4	-2	i	i	i	i	i	i	i	i	-9
> CC(C)C(=O)Nc1cccc(NC(=S)NC(=O)c2ccc(Cl)cc2)c1
 : 2	-1	i	i	i	i	i	i	i	i	-10
> COc1ccc(CC(=O)N/N=C/C=C/c2ccc3c(c2)OCO3)cc1OC
 : .	5	i	i	i	i	i	i	i	i	-5
> CCN(CC)CCn1c(N)c(S(=O)(=O)c2ccccc2)c2nc3ccccc3nc21
 : 4	-2	i	i	i	i	i	i	i	i	0
> O=c1[nH]nc(Cc2ccc3ccccc3n2)c2ccccc12
 : 3	35	i	i	i	i	i	i	i	i	-3
> C=CCSc1ccccc1C(=O)Nc1ncn[nH]1
 : -1	-3	i	i	i	i	i	i	i	i	-8
> COc1ccc(Br)c(/C=N/NC(=O)COc2ccc(-c3ccccc3)cc2)c1
 : -1	-1	i	i	i	i	-9.2*	i	i	i	-13
> COCCn1c(N)c(NCc2ccccc2)c(=O)[nH]c1=O
 : .	7	i	i	i	i	i	i	i	i	-4
> O=C(NC1CCCc2ccccc21)C1CCN(S(=O)(=O)c2ccccc2F)CC1 (stereo not given)
 : -8	9	i	i	i	i	i	i	i	i	-12
> CCCCc1ccc(N=N/C(C(=O)Nc2ccccc2OC)=C(/C)O)cc1
 : -1	2	i	i	i	i	i	i	i	i	-8
> O=C(CC1OC(=O)c2ccccc21)Nc1cc(Cl)ccc1N1CCCC1 (stereo not given)
 : -6	13	i	i	i	i	i	i	i	i	-9
> CCCc1ccc2oc(C(=O)N3CCNC(=O)C3CC(=O)OC)c(C)c2c1 (stereo not given)
 : 2	-7	i	i	i	i	i	i	i	i	-7
> CCNC(=O)C(=O)Nc1ccc2c(c1)N(S(=O)(=O)c1cccs1)CCC2
 : 2	-10	i	i	i	i	i	i	i	i	-15
> CC(OC(=O)C1CCCO1)C(=O)NC1CCCC1 (stereo not given)
 : 1	-3	i	i	i	i	i	i	i	i	-7
> O=C(O)c1ccccc1Sc1c([N+](=O)[O-])cc(C(F)(F)F)cc1[N+](=O)[O-]
 : -3	0	i	i	i	i	i	i	i	i	-7
> FC(c1nc2ccccc2[nH]1)C(F)(F)F (stereo not given)
 : -1	-1	i	i	i	i	i	i	i	i	-10
> CN(C)c1ccc(C2N(C(=O)N3CCOCC3)CCN2S(=O)(=O)c2ccccc2)cc1 (stereo not given)
 : -1	2	i	i	i	i	i	i	i	i	-12
> O=S(=O)(c1ccc(Br)cc1)N1CCN(Cc2ccco2)CC1
 : 3	0	i	i	i	i	i	i	i	i	-2
> Cc1cccc(CN2CCN(Cc3nc4c(s3)CCCC4)CC2CCO)n1 (stereo not given)
 : -2	13	i	i	i	i	i	i	i	i	-7
> CCO/N=C/C1=C(O)C(C(=O)OC)C(C)(C)CC1=O (stereo not given)
 : .	-6	i	i	i	i	i	i	i	i	-12
> Cc1ccc(CN2CCS(=O)(=O)CC2)o1
 : -4	-1	i	i	i	i	i	i	i	i	-1
> COc1ccc(CCNC(=O)C(=O)NCC2CCNCC2)cc1OC
 : -1	-4	i	i	i	i	i	i	i	i	-6
> NN1C(=O)c2cccc3c(C(=O)O)ccc(c23)C1=O
 : 24	-1	i	i	i	i	i	i	i	i	-3
> Cc1ccc2c(C)c(C(=O)Nc3c(C)n(C)n(-c4ccccc4)c3=O)oc2c1
 : 11	-5	i	i	i	i	i	i	i	i	-2
> CCn1cc(C(=O)O)c(=O)c2cc(F)c(N3CCN(C(=S)NC(=O)c4ccc(Br)cc4)CC3)cc21
 : -2	-10	i	i	i	i	i	i	i	i	-7
> CC(=O)N1CCc2cc(S(=O)(=O)NC(Cc3ccccc3)C(=O)Nc3cc(C)ccn3)ccc21 (stereo not given)
 : -1	-3	i	i	i	i	i	i	i	i	-7
> COc1ccc(CCC(C)NC(=O)Cc2ccc(OC)c(OC)c2)c(OC)c1 (stereo not given)
 : -3	11	i	i	i	i	i	i	i	i	0
> NC(=O)CC(NC(=O)c1ccc(Br)cc1)c1ccc(N2CCC(Cc3ccccc3)CC2)c([N+](=O)[O-])c1 (stereo not given)
 : 2	0	i	i	i	i	i	i	-9.5*	i	-9
> COc1cccc(CNC(=O)COc2ccc(C(=O)c3ccccc3)cc2)c1
 : -5	-7	i	i	i	i	i	i	i	i	-5
> O=C(O)C1CCN(c2ccccc2[N+](=O)[O-])CC1
 : -3	2	i	i	i	i	i	i	i	i	-10
> COC(=O)c1ccccc1NC(=O)CN(c1cc(OC)ccc1OC)S(C)(=O)=O
 : -5	7	i	i	i	i	i	i	i	i	-2
> Cc1cccc(CSCc2nnc(N)s2)c1
 : -2	-1	i	i	i	i	i	i	i	i	-2
> CCN(CC)S(=O)(=O)c1cc(C)c(C)cc1Br
 : 2	5	i	i	i	i	i	i	i	i	-8
> COc1ccc(C(C)(C)NC(=O)C2CCC(=O)N(C3CCCC3)C2)cc1OC (stereo not given)
 : -7	1	i	i	i	i	i	i	i	i	-8
> C/C(=N\O)c1sc(-c2ccccc2)nc1C
 : 24	7	i	i	i	i	i	i	i	i	-9
> O=S(=O)(c1cccs1)N1CCN(CCc2ccccc2)CC1
 : -1	-20	i	i	i	i	i	i	i	i	-3
> COc1ccc(N2C(=O)CC(Sc3nc4ccccc4s3)C2=O)cc1 (stereo not given)
 : 0	17	i	i	i	i	i	i	i	i	-6
> Cc1cc(C(=O)CCl)c(C)n1CC1COc2ccccc2O1 (stereo not given)
 : -8	-5	i	i	i	i	i	i	i	i	-16
> COCCNC(=O)c1ccc2c(Cl)c3c(nc2c1)CCC3
 : 6	-1	i	i	i	i	i	i	i	i	-8
> COc1ccc(-n2ncc3c2CC(C)(C)CC3NC(=O)CN2CCOC2=O)cc1 (stereo not given)
 : 2	-2	i	i	i	i	i	i	i	i	-7
> O=C(CSc1ncn(-c2ccccc2)n1)Nc1nc2c(s1)CCCC2
 : 10	1	i	i	i	i	i	i	i	i	-10

Screening data (PubChem BioAssay)

A portion of the library; the hit share may differ from the screen's.
